# CHT inh: human CHT choline transport inhibition | Q9GZV3 | CHT-expressing cells, membrane potential dye, choline response; active compounds read low | B-score at 10 µM | hit rate 0.86% among 310,000;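 active = B-score over 3 SD under the library average, and starting fluorescence ratio not unusually high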;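 note: choline stimulus applied at its EC90 after an EC20 pre-addition; B-score computed on integrated fluorescence ratio after choline addition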
# Target sequence (Q9GZV3 whole entry, looked up): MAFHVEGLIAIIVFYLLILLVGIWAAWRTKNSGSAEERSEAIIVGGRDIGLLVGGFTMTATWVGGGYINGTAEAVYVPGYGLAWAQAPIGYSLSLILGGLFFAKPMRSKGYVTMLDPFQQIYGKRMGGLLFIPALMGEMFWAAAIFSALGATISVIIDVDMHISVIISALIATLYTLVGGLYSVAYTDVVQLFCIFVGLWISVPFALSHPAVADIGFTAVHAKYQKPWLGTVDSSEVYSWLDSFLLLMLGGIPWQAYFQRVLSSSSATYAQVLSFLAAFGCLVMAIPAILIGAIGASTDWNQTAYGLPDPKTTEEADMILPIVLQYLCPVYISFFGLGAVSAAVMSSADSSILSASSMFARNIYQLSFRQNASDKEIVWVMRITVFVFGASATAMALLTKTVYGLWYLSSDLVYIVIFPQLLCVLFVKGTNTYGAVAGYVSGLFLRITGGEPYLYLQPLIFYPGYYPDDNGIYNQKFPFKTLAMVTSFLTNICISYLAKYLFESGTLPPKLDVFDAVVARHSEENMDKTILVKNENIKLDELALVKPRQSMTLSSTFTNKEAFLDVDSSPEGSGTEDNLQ
# CHT PAM: human CHT allosteric activation; CHT-expressing cells, membrane potential dye, choline EC20; active compounds read high; LV-AA mutant CHT in HEK293 cells; B-score at 10 µM; hit rate 0.49% among 310,000;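 active = initial fluorescence not abnormally high and integrated response B-score, plate-corrected, over 3 SD above library mean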
# Calls only; i = inactive. This is a random part of the collection. About 1.4% of those tested had a hit in this group.
# The line under a structure holds: CHT inh	CHT PAM
COc1ccccc1CNC(=O)COC(=O)Cc1c(Cl)cccc1Cl
  i	i
Cc1cc2c(cc1S(=O)(=O)N1CCN(c3cccc(C)c3C)CC1)OCCN2C
  i	i
COc1cccc(C(=O)Nc2ccc(NC(=O)C(C)C)nc2)c1
  i	i
Cc1ccc(C2C(C#N)=C(N)Oc3n[nH]c(-c4ccccc4)c32)o1 (stereo not given)
  i	i
Cc1cccc(-n2ccnc2SCC(=O)N2CCCc3ccccc32)c1C
  i	i
NC(=O)CCCC1=NS(=O)(=O)c2ccccc2N1
  i	i
CCOC(=O)Cn1nc(C)c(NC(=O)c2ccc(Br)o2)c1C
  i	i
Cc1ccc(NC(=O)[C@@H]2CCCN2S(=O)(=O)c2ccccc2F)cc1
  i	i
CCOC(=O)Nc1ccc2c(c1)N(C(=O)CCN1CCN(CCO)CC1)c1ccccc1S2
  i	i
CC1=NN(c2ccccc2)C(=O)/C1=C\N(O)c1ccccc1
  i	i
O=c1[nH]cnc2c1sc(=S)n2-c1ccccc1
  i	i
COc1cc(NC(=O)c2ccc3c(c2)OCCO3)ccc1NC(=O)c1ccccc1Cl
  i	i
Cc1nn(-c2ccccc2)nc1C(=O)c1c(C)[nH]n(-c2ccccc2)c1=O
  i	i
Cc1ccc(NC(=O)Nc2ccc(F)cc2F)c(OC(F)F)c1
  i	i
Cc1ccc(CCNC(=O)c2cc(S(=O)(=O)N3CCCC3)cn2C)cc1
  i	i
O=C(c1cc(-c2cccs2)on1)N1CCN(C(c2ccccc2)c2ccccc2)CC1
  i	i
O=C1c2ccccc2C(=O)N1CCCOCc1c[nH]c(=O)[nH]c1=O
  i	i
O=C(CSc1nc2ccccc2c(=O)[nH]1)Nc1nc(-c2ccc(Br)cc2)cs1
  i	i
O=C(NC(=S)Nc1ccc(N2CCCCC2)c(Cl)c1)c1ccc2c(c1)OCCO2
  i	i
CN(C)S(=O)(=O)c1ccc(Cl)c(NC(=O)c2ccncc2)c1
  i	i

# Additional records:
# The line under a structure holds: CHT inh	CHT PAM
O=C(N/N=C/c1cc2ccccc2[nH]1)c1ccccc1Cl
  i	i
CCCCNC(=O)[C@H]1C[C@H]1[C@@H](O)[C@H](CO)NC(=O)[C@H](CC(C)C)NC(=O)OC(C)(C)C
  i	i
CNC(=O)c1c(NC(=O)C2=COCCO2)sc2c1CCCC2
  i	i
COc1ccc2c(c1)C(=O)N(c1ccc(C)cc1)C(=O)C2
  i	i
Cc1ccc(Cl)cc1-c1ccc(C=Nc2ccc(N3CCOCC3)cc2)o1
  i	i
O=C(c1ccc(C(F)(F)F)cc1)N1CCN(S(=O)(=O)c2ccc3c(c2)OCCCO3)CC1
  i	i
COc1ccc(/C=N/Nc2ccc(C(=O)O)cc2)cc1Br
  i	i
Cc1nn(Cc2ccc(Cl)cc2Cl)c(C)c1NC(=O)C1C2CCC(O2)C1C(=O)O (stereo not given)
  i	i
Cc1ccc(Cl)cc1N1CCN(S(=O)(=O)N2CCCCC2)CC1
  i	i
COc1ccc(Cl)cc1NC(=S)Nc1cccc(C)c1
  i	i
CCCN1C(=O)C(NC(C)=O)c2ccccc21 (stereo not given)
  i	i
NS(=O)(=O)c1ccc(CNC(=O)c2ccc(Cl)c([N+](=O)[O-])c2)cc1
  i	i
Cc1ccc(OCC(O)CNC2CCCC2)cc1C (stereo not given)
  i	i
O=C(Nc1nccs1)c1ccc(NC(=O)C2CC=CCC2C(=O)O)cc1 (stereo not given)
  i	i
CC1CC(C)CN(C(=O)CCCNC(=O)c2ccc(Cl)cc2)C1 (stereo not given)
  i	i
Cc1ccc(OCC(=O)Nc2ccc(C)c(S(=O)(=O)N3CCCCCC3)c2)c([N+](=O)[O-])n1
  i	i
O=C(C1CC(=O)N(c2ccc(F)cc2)C1)N1CCOCC1 (stereo not given)
  i	i
COc1ccc(OCCC(=O)NCc2ccccc2)cc1
  i	i
C[C@@H](CN=[N+]=[N-])CN1CC[C@H](NC(=O)OCc2ccccc2)CCC1=O
  i	i
CCOC(=O)C1=C(O)C(=O)NC(c2ccccc2)=C(OCC)C1
  i	i

# The list continues:
# The line under a structure holds: CHT inh	CHT PAM
O=C(COC(=O)CN1C(=O)c2ccccc2C1=O)NC1CCCC1
  i	i
C/C(=N\NC(N)=S)c1cc(-c2ccccc2)c(-c2ccccc2)s1
  i	i
CCN(C(=O)c1cn(CC)c(=O)c2cc(OC)c(OC)cc12)c1ccccc1C
  i	i
Cc1ccc(O)c(NC(=O)C2CC(c3ccc(F)cc3)=NO2)c1 (stereo not given)
  i	i
O=S(=O)(Nc1nc2ccccc2nc1Cl)c1ccccc1
  i	i
CN(c1ccc(OCC(=O)NC2CCCC2)cc1)S(=O)(=O)c1cccs1
  i	i
CCCCN1C(=O)C(O)(CC(=O)c2ccccc2OC)c2ccccc21 (stereo not given)
  i	i
CCc1cc2c(=O)[nH]c(Cc3ccc(Cl)cc3)nc2s1
  i	i
COc1ccccc1OCCCc1c(C)n[nH]c1C
  i	i
O=C(c1ccc(CSc2ccccc2)cc1)N1CCCCCC1
  i	i
O=C(NNC(=S)NC(=O)c1ccccc1[N+](=O)[O-])c1ccccc1[N+](=O)[O-]
  i	i
COC(=O)NC1(C(=O)O)CCCC1
  i	i
COc1ccccc1OCC(=O)Nc1nonc1NC(=O)COc1ccccc1OC
  i	i
CC12CCC(=O)N1C(C(=O)Nc1nc(-c3ccc(F)cc3)cs1)CS2 (stereo not given)
  i	i
COc1ccccc1C1C(C(N)=O)=C(C)Nc2nc(-c3ccccc3Cl)nn21 (stereo not given)
  i	i
Cc1nc2nc[nH]n2c(=O)c1NC(=O)c1c(-c2ccccc2Cl)noc1C
  i	i
CC/C(=C\C1CCCCC1)C(NP(=O)(c1ccccc1)c1ccccc1)c1ccccc1 (stereo not given)
  i	i
C/C(CC(=O)NCc1ccc(Cl)cc1)=N\NC(=O)c1ccccc1F
  i	i
Cc1cc(-c2csc(NC(=O)c3ccc(=O)[nH]c3)n2)c(C)n1Cc1ccco1
  i	i
CCOc1ccccc1OCCN1CCCC1
  i	i

# 3 entries from above, as tab-separated lines.
structure	CHT inh	CHT PAM
Cc1nn(Cc2ccc(Cl)cc2Cl)c(C)c1NC(=O)C1C2CCC(O2)C1C(=O)O (stereo not given)	i	i
COc1ccc(/C=N/Nc2ccc(C(=O)O)cc2)cc1Br	i	i
O=C(NNC(=S)NC(=O)c1ccccc1[N+](=O)[O-])c1ccccc1[N+](=O)[O-]	i	i

# Carrying on.
# The line under a structure holds: CHT inh	CHT PAM
CCCc1cc(=O)[nH]c(-n2[nH]c3c(c2=O)CCCC3)n1
  i	i
Cc1cc2cc(CCNS(=O)(=O)c3ccc(F)cc3)c(=O)[nH]c2cc1C
  i	i
COc1ccc(CN2CC(C(=O)NCCCN3CCCC(C)C3)CC2=O)cc1 (stereo not given)
  i	i
CC(=O)c1ccc(NC(=O)CN(c2c(C)cccc2C)S(C)(=O)=O)cc1
  i	i
Cc1ccc2sc(-c3ccc(NC(=O)CCN4C(=O)c5ccccc5C4=O)cc3)nc2c1
  i	i
C=CCOc1cccc(C(=O)N2CCCC(Nc3ccc4c(c3)OCCO4)C2)c1 (stereo not given)
  i	i
COc1cc(OC)cc(-c2nnc(SCc3ccc(C(=O)O)cc3)o2)c1
  i	i
CCOC(=O)c1[nH]c(C)c(C(=O)OCCN2C(=O)c3ccccc3C2=O)c1C
  i	i
CN(Cc1ccccc1)C(=O)c1cccnc1
  i	i
CC12CCC(=O)N1C(C(=O)Nc1ccc(F)c(F)c1F)CS2 (stereo not given)
  i	i
O=C(NC1CCSC1=O)c1ccccc1 (stereo not given)
  i	i
CC(=O)Nc1ccc(NC(=O)C(C)Oc2ccccc2F)cc1 (stereo not given)
  i	i
COc1ccc(S(=O)(=O)N2CCOC2CNC(=O)C(=O)NCCc2ccccc2OC)cc1C (stereo not given)
  i	i
Cc1ccc(-c2nc(CS(=O)(=O)CC(=O)NCCCN3CCN(C)CC3)c(C)o2)cc1
  i	i
COc1ccc(NC(=O)/C(C#N)=C/c2ccc(OCCN3CCOCC3)c(OC)c2)c(OC)c1
  i	i
COc1ccc(Oc2nc(SC)nc3ccccc23)cc1
  i	i
CN1C(=S)SC(/[N+]([O-])=C\c2cccs2)C1(C)C (stereo not given)
  i	i
CCOC(=O)c1cc2c(ccc3nc(C)c(C)c32)[nH]c1C
  i	i
O=C(Nc1ccccc1O)c1ccc([N+](=O)[O-])cc1
  i	i
COc1ccc(C2CC(c3ccc(Br)cc3)Nc3nc(N)nn32)cc1 (stereo not given)
  i	i

# Next section
# The line under a structure holds: CHT inh	CHT PAM
COc1ccc(O)c(/C=N/Nc2nc(Nc3ccccc3)nc(-n3nc(C)cc3C)n2)c1
  i	i
CCN(CC)CCNCc1ccc(-c2ccc(Cl)cc2)o1
  i	i
CC(C)(C)CC(=O)Nc1nnc(-c2cccs2)s1
  i	i
O=c1cc(C(Cl)(Cl)Cl)oc2c1ccc1ccccc12
  i	i
Cc1ccc(NC(=O)COc2coc(CN3CCN(Cc4ccccc4)CC3)cc2=O)cc1
  i	i
CNS(=O)(=O)c1ccc(NC(=O)c2csc(C)c2)cc1
  i	i
CN(C)S(=O)(=O)c1ccc(N2CCOCC2)nc1
  i	i
Cc1cccc(C(=O)Nc2nnc(SCC(=O)NCc3ccco3)s2)c1
  i	i
O=c1c2ccccc2nnn1Cc1ccc2ccccc2c1
  i	i
Cn1nc(C(=O)NC2CCCCC2)c2c1-c1ccccc1S(=O)(=O)C2
  i	i
Cc1ccc(Nc2cc(=O)n(C3CCCCC3)c(=O)[nH]2)cc1C
  i	i
Cc1csc(NC(=O)c2nc3nccc(C)n3n2)n1
  i	i
CN1CCN(C(=O)CCNC(=O)Cn2ccc3ccccc3c2=O)CC1
  i	i
CCn1c(SCC(N)=O)nnc1C(C)C
  i	i
N#Cc1ccccc1NC(=O)CSc1ccc([N+](=O)[O-])cn1
  i	i
COc1ccccc1NC(=O)CSc1nc2ccccc2n1C(C)=O
  i	i
CN(CCCNC(=O)c1cn(C)c2ccc(S(=O)(=O)N(C)C)cc2c1=O)c1ccccc1
  i	i
Cc1ccc(NC(=O)COC(=O)C2COc3ccccc3O2)cc1S(=O)(=O)N1CCOCC1 (stereo not given)
  i	i
C/C(CC(=O)NC1CCCCC1)=N\NC(=O)COc1ccc(C)cc1Br
  i	i
COc1ccc(CNC(=O)CCCC(=O)Nc2cccc(Br)c2)cc1
  i	i

# Profiles, quoted from the list. Values in the order: CHT inh | CHT PAM
# Results for Cc1cc2c(cc1S(=O)(=O)N1CCN(c3cccc(C)c3C)CC1)OCCN2C → i | i
# Results for Cc1ccc(CCNC(=O)c2cc(S(=O)(=O)N3CCCC3)cn2C)cc1 → i | i

# Next records:
# The line under a structure holds: CHT inh	CHT PAM
COc1ccc(CCN(C)C(=O)C2CCN(C(=O)Nc3ccccc3)CC2)cc1OC
  i	i
COc1cccc(OCCNC(=O)c2cccc(OC)c2)c1
  i	i
O=C(Cn1nnc2ccccc2c1=O)NCCc1ccccc1
  i	i
CCCCOP(=O)(c1ccc(N(C)C)cc1)C(O)c1cc(OC)ccc1OC (stereo not given)
  i	i
COc1ccc(Nc2nnc(-c3ccncc3)s2)cc1Cl
  i	i
c1ccc(Cc2nnc3sc(-c4cccs4)nn23)cc1
  i	i
Fc1cccc(CN(C2=NCCN2)c2c(Cl)cccc2Cl)c1
  i	i
CC(C)c1onc(C(=O)Nc2sc3c(c2C#N)CCC3)c1[N+](=O)[O-]
  i	i
CC(c1ccccc1)n1cc(C(=O)NCc2ccccn2)nn1 (stereo not given)
  i	i
O=S(=O)(c1cccs1)N1CCN(c2ccc(O)cc2)CC1
  i	i
O=C1N=c2ccccc2=C1c1sc(=O)[nH]c1O
  i	i
O=C(O)C1CN(C(=O)c2ccccc2)c2cc(Cl)ccc2O1 (stereo not given)
  i	i
COc1ccc2c(c1)nc(NCCCO)n2Cc1ccccc1
  i	i
C=CCNC(=O)O/N=C/c1csc([N+](=O)[O-])c1
  i	i
CCOC(=O)N1CCN(C(=O)C2CCN(S(=O)(=O)c3cc(Cl)ccc3OCC)CC2)CC1
  i	i
O=C(NNC(=O)c1ccc([N+](=O)[O-])cc1)c1ccc(Br)cc1
  i	i
COc1cc(OC)cc(C(=O)NCC(=O)OCc2cc(=O)oc3cc(OC)ccc23)c1
  i	i
CNS(=O)(=O)c1cccc(C(=O)OCC(=O)Nc2ccc(Cl)cc2F)c1
  i	i
CN(C)c1nccc(N(Cc2ccccc2)Cc2ccccc2)c1C#N
  i	i
COc1cc2c(cc1NC(=O)C1CCCO1)oc1ccccc12 (stereo not given)
  i	i

# Brought forward from above: two compounds, followed by the next part.
# The line under a structure holds: CHT inh	CHT PAM
CN(C)c1nccc(N(Cc2ccccc2)Cc2ccccc2)c1C#N
  i	i
COc1cc2c(cc1NC(=O)C1CCCO1)oc1ccccc12 (stereo not given)
  i	i
Cc1ccc(NC(=O)CCn2nc(C)cc2C)c(C)c1
  i	i
Cc1nc(CS(=O)(=O)c2ccc(Cl)cc2)cc(Sc2ccc(Cl)cc2)n1
  i	i
CCN(CC)CCCN=Cc1c(O)n(-c2ccc(C)cc2)c(=O)c2ccccc12
  i	i
Cc1nn(-c2ccccc2)c2c1C1(C(=O)Nc3ccccc31)N1C(=N2)Sc2ccccc21 (stereo not given)
  i	i
CCn1c(C)c(C)c2cc(C(=O)NC3CCCCCC3)ccc21
  i	i
COc1ccccc1OCC(=O)Nc1ccccc1C(=O)Nc1cccc(C(=O)O)c1
  i	i
COc1cccc(/C=N/NC(=S)Nc2cccc(S(=O)(=O)N(C)C)c2)c1
  i	i
Cc1cc(C)n(CC(C)NCc2c(C(=O)N3CCOCC3)nc3c(C)cccn23)n1 (stereo not given)
  i	i
COc1ccc(C2NC(=O)N(C)C3=C2C(=O)CC(C)(C)C3)cc1OC (stereo not given)
  i	i
Cc1ccc(-c2nnc(Nc3ccc(C(=O)N(C)C)cc3)c3ccccc23)cc1S(N)(=O)=O
  i	i
COc1cc(C(=O)NCc2ccc(C)cc2)ccc1OC(F)F
  i	i
